# High-throughput results as filed in PubChem.
# RGS4 inhibitor: human RGS4 inhibition | P49798 | Transcreener GDP fluorescence polarization, RGS4-accelerated GTP hydrolysis | Potency, µM (titrated, usually from 114 µM), without a hit: top-dose activity change, negative = inhibition, actives largely listed as inhibitors | 390,000 tested, 0.039% active | AID 504845; further: potency means the concentration at half of the fitted maximal effect; on the % scale 0 is the no-effect control and ±100 the full control effect; nearly all actives have a fitted effect of over 75% in size; some results filed as inactive show a strong effect at the top dose
#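 MLSMR compounds (23 nl, pin-transferred) preincubated 10 min at room temperature with a 500nM (2x) first reagent, then RGS4 at 900nM (2x) plus Transcreener GDP mix added; fluorescence polarization (620/688 nm) read before and after 90 min at 30 °C.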
# HP1b chromo inh: HP1-beta chromodomain-methylated histone interaction inhibition; P83916; AlphaScreen HP1-beta / biotin-H3K9me3 peptide binding; Potency, µM (top dose mostly 114 µM), for inactives: at the highest dose activity change, negative = inhibition, usual class: inhibitors; 390,000 tested, 0.56% active; AID 540317; further: potency means the concentration at half of the fitted maximal effect; nearly all actives have a fitted effect of over 70% in size; inactives centre near 23
#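 Compound inhibition of the preformed complex between 50 nM HP1-beta and 50 nM biotinylated H3K9me3 peptide was read by AlphaScreen. Buffer was PBS pH 7.4 with 0.01% Tween-20. Incubations ran 30 min at room temperature, with 10 ug/mL donor/acceptor beads.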
# JMJD2A Tudor inh: JMJD2A Tudor domain (human) inhibition; AID 504339; Potency, µM (top dose mostly 114 µM), for the others: at the top dose activity change, negative = inhibition, most hits filed as inhibitors; AlphaScreen JMJD2A-Tudor / H3K4me3 peptide binding; 390,000 tested, 4.4% active; O75164; further: potency means the concentration at half of the fitted maximal effect; on the % scale 0 is the no-effect control and ±100 the full control effect; nearly all actives have a fitted effect of over 50% in size
# BAZ2B block: blocks human BAZ2B | Potency, µM (highest dose often 114 µM), for the others: at the highest dose activity change, negative = inhibition, usual class: inhibitors | 360,000 tested, 4.4% active | AlphaScreen BAZ2B-H3K14Ac peptide displacement | Q9UIF8; further: potency means the concentration at half of the fitted maximal effect; on the % scale 0 is the no-effect control and ±100 the full control effect; nearly all actives have a fitted effect of over 60% in size
#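 In this displacement format the biotinylated H3(5-23) peptide acetylated at Lys14 serves as ligand at 50 nM, with BAZ2B at 50 nM in PBS pH 7.4 containing 0.01% Tween-20. Donor and acceptor beads are 10 ug/mL final.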
# PI4K2A block: blocks human PI4K2A kinase activity | purified PI4K2A, ADP-Glo luminescence, 1 h; active compounds read low | 420,000 tested, 0.13% active | Q9BTU6 | activity change, negative = inhibition, % at 76.9 µM | AID 1346378; in the data active means activity change below about -50%; inconclusive means mostly about -30% to -49%;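 further: -100% = wells without enzyme as full effect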
# Target sequence (Q9BTU6 whole entry, looked up): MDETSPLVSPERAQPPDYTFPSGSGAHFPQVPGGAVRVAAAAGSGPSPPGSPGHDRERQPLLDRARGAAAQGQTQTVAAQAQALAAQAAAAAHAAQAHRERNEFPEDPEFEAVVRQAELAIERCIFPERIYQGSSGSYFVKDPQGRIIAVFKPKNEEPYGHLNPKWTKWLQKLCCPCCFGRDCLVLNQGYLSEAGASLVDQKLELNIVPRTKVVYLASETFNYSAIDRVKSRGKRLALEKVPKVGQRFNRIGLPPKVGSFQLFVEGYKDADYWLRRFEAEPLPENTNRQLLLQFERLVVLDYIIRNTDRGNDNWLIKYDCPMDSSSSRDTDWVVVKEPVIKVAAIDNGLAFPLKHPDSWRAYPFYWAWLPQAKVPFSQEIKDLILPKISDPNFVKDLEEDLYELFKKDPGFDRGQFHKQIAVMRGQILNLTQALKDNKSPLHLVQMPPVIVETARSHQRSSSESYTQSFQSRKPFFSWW
#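 PI4K2A activity was measured by ADP-Glo luminescence: enzyme (4 ug/mL stock) and phosphatidylinositol (1.2 mM stock) in Tris pH 7.5/MgCl2/EGTA/Triton X-100 buffer were reacted with ATP (300 microM stock) for one hour at ambient temperature.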
# ERG-DNA inh: blocks human ERG Ets domain binding to DNA. P11308. fluorescence polarization, His-ERG Ets domain / labelled DNA. Potency, µM (top dose mostly 76.9 µM), for inactives: top-dose FP activity, negative = inhibition, usual class: inhibitors. 370,000 tested, 0.028% active. AID 624246; active means well fitted inhibition curve with a large enough effect in the polarisation, with a control signal flat; inconclusive means small, poorly fitted or top-dose-only effect, or effect the other way, or a change in a side signal; inactive means no such curve, though single readings can be large or run the other way; the % refers to the polarisation;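 further: polarization taken with two DNA probes labelled with fluorescein and Texas red; potency means the concentration at half of the fitted maximal effect; % of control where 0% means no effect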
# Target sequence (P11308 whole entry, looked up, the tested form may be a part): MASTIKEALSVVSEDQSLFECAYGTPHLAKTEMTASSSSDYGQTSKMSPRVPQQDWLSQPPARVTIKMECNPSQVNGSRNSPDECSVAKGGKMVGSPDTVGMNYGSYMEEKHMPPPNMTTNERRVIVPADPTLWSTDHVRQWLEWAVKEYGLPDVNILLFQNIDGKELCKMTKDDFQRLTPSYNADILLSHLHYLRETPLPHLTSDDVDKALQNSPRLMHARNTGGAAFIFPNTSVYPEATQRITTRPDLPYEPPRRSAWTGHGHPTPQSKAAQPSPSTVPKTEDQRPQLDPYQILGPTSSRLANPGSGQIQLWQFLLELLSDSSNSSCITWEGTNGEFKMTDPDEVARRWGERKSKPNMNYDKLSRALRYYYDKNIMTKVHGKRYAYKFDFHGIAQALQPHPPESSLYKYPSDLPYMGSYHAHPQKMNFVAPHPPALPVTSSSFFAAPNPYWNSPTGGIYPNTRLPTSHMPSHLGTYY
#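 His-tagged ERG Ets domain (1 uM in the protein solution; 300mM KCl, 50mM Tris-HCl, 1mM EDTA, 1mM DTT, pH 7.5) received compound, then a probe mix of 5 nM fluorescein-DNA and 100nM Texas-615-DNA. Fluorescence polarization was read for both dyes.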
# 12-LOX inh: ALOX12 (human) lipoxygenase inhibition. P18054. purified 12hLO, xylenol orange hydroperoxide absorbance. Potency, µM (doses to about 108 µM), without a hit: top-dose activity change, negative = inhibition, actives largely listed as inhibitors. 580,000 tested, 1.1% active; further: potency means the concentration at half of the fitted maximal effect; on the % scale 0 is the no-effect control and ±100 the full control effect
#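 Purified human 12hLO (150 nM final) in 25 mM Hepes, 0.01% Triton X-100, pH 7.0 was preincubated 15 min at room temperature with compound. Then 40 uM arachidonic acid was added, 30 min. Hydroperoxide was read by Fe-XO absorbance ratio 573/405 nm.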
# GLS inhibitor: glutaminase GLS (human) inhibition | Potency, µM (doses to about 45.5 µM), inactives show top-dose activity change, negative = inhibition, actives largely listed as inhibitors | GLS enzymatic activity, qHTS titration | 410,000 tested, 0.21% active; further: potency means the concentration at half of the fitted maximal effect; on the % scale 0 is the no-effect control and ±100 the full control effect
#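 Human kidney-isoform GLS in 45 mM KH2PO4 pH 8.2, 0.02% Tween-20, with compound, started with 1mM L-Glutamine (added stock). Glutamate oxidase/HRP/Amplex red coupled fluorescence read at start and after 30 min at RT.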
# G9a block: inhibitors of human histone lysine methyltransferase G9a; Q96KQ7; G9a H3K9 monomethylation, AlphaScreen, 2 h; Potency, µM (series often up to 102 µM), without a hit: top-dose activity, negative = inhibition, hits mostly inhibitors; 350,000 tested, 8.8% active; AID 504332; further: potency means the concentration at half of the fitted maximal effect; on the % scale 0 is the no-effect control and ±100 the full control effect; nearly all actives have a fitted effect of over 75% in size
#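 Using a bead-based AlphaScreen, monomethylated H3K9 product from 2 h room-temperature reactions (G9a 20 nM, peptide 500 nM, SAM 20 uM) was detected with 0.5 ug/mL rabbit anti-H3K9me1 antibody.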
# An asterisk follows results filed as active; ? = inconclusive; / = no result given; & = joins results of further samples; [ ] = dose if it differs, or a comment. Unless noted, the call rests on the fitted dose curve; in most records, active means well fitted curve in the direction sought with a large enough effect; inconclusive means small, poorly fitted or top-dose-only effect, or another doubt; inactive means no such curve, though single readings can be large; an effect the other way counts as inactive or inconclusive. An excerpt, so the mix of outcomes need not match the whole.
SMILES,RGS4 inhibitor,HP1b chromo inh,JMJD2A Tudor inh,BAZ2B block,PI4K2A block,ERG-DNA inh,12-LOX inh,GLS inhibitor,G9a block
Cc1ccnc(NS(=O)(=O)c2ccc(NC(=O)C3C4C=CC(C4)C3C(=O)O)cc2)n1 (configuration not stated),1%,26%,8%,-14%,5,-13%,-1%,-4%,/
CC(OC(=O)c1ccc(NS(=O)(=O)c2ccc3[nH]c(=O)[nH]c3c2)cc1)C(=O)Nc1ccc(Cl)cc1 (configuration not stated),18%,-3%,-9%,3%,-2,10%,4%,6%,2%[12.7 µM]
CCn1c(=NC(=O)CS(=O)(=O)c2ccc(F)cc2)sc2cccc(OC)c21,14%,17%,-10%,-5%,-3,8%,-6%,17%,-8%[59 µM]
Cn1cc(C(=O)C(=O)NC2CCCCC2)c2ccccc21,-16%,22%,-11%,2%,3,-9%,-4%&0%,5%,45%
CCc1cc(C(=O)N2CCCC(C(=O)c3ccc(Oc4ccccc4)cc3)C2)n(C)n1 (configuration not stated),-31%,24%,-23%,-5%,2,11%,-6%,2%,2%
Cc1ccc(NC(=O)C2CCC(CNC(=O)[C@@H]3Cc4ccccc4CN3)CC2)c(C)c1 (some centres not stated),-18%[56.9 µM],83%[activator],-34%,-12%,1,17%,-12%,3%,/
O=C(c1ccc(O)cc1)c1ccc(Cl)cc1,-2%,12%,-7%,5%,2,4%,9%,-14%,8%
COc1ccc(CCNC(=O)CCC(=O)n2ncc3ccc(Cl)cc32)cc1OC,-3%,35%,-1%,2%,3,9%,13%,-9%,24%
CCC/C(=N\NC(=O)CCC(=O)NCc1ccccc1)c1ccccc1,-8%,39%[activator],-14%,-13%,-1,-20%[15.4 µM],39%[activator],-6%,2%
O=C(NNC(=O)c1cccs1)Nc1cccc(Cl)c1,-10%,38%,-8%,12%,-2,2%,0%,-21%,17%[0.0925 µM]
C=CC[C@@H](CC(=O)OC(C)(C)C)C(=O)OC[C@H]1CCCN1C(=O)[C@@H](CC=C)CC(=O)N(CCO)Cc1ccccc1,6%,26%,-23%,/,-8,15%,2%,2%,/
O=C1CCC(c2ccccc2)(c2ccccc2)CC1,13%,39%,4%,3%,4,16%,13%,-5%,6%
Cc1c(NC(=O)C(C)OC(=O)/C=C/c2ccc3c(c2)OCO3)c(=O)n(-c2ccccc2)n1C (configuration not stated),13%,17%,-8%[57.1 µM],-18%,9,-25%,6%,-3%,-2%
CCc1ccc(NC(=O)C(=O)NCCOc2ccccc2Cl)cc1,10%,21%,-7%,-21%,-2,-2%,1%,10%,10%[59 µM]
COc1cc(-c2nnc(SCC3(c4ccccc4)OCCO3)o2)cc(OC)c1OC,0%,41%[activator],11%,31%[activator],-7,-2%,-5%,8%,16%[59 µM]
O=C(CCSc1ccccc1)NCC1CCCO1 (configuration not stated),10%,23%,-10%,-2%,-8,20%,0%,0%,8%[12.7 µM]
COc1ccc(-c2cc(C(=O)NC3CCCCC3)no2)cc1OC,28%,2%,-12%,13%,-2,-4%,-6%,1%,16%
Cc1cc(=O)oc2cc(OCC(=O)Nc3ccc(CN4CCOCC4)cc3)ccc12,3%,21%,-1%,-2%,3,-9%,-8%,-15%,17%
COc1ccccc1N1CCN(c2nc3ccc(C)cc3nc2-n2nc(C)cc2C)CC1,-8%,46%[activator],1%,-6%,3,0%,-12%,2%,34%[59 µM]
COc1cc(CNCCNCC(C)O)ccc1OCc1ccc(Cl)nc1 (configuration not stated),3%,20%,-23%[57.1 µM],-2%,-3,-3%,-16%,13%,12%[59 µM]
CC(C)N1CCN(Cc2coc3ccccc3c2=O)CC1CCO (configuration not stated),-15%,27%,-3%,-18%,-3,0%,-3%,1%,-5%
FC(F)(F)c1cccc(-c2cc(C3CCNCC3)[nH]n2)c1,-11%,0%,-10%,-3%,7,9%,-12%,0%,?
Cc1ccc(N(CC(=O)Nc2ccccc2C(=O)N2CCOCC2)S(C)(=O)=O)cc1,-42%,49%[activator],-11%,2%,1,-1%,176%[activator][57.4 µM],8%,4%[59 µM]
CCCCc1c(C)nc2c(OC)cccc2c1SCCC(=O)O,-10%,22%,-22%,8%,1,1%,2%,9%,?
CN(C)/C=C1\NC(=S)N(c2ccccc2)C1=O,3%,-26%,35µM*,-16%,1,11%,?,-28%,7.9µM*

# Next section (2 carried over from the part before).
SMILES,RGS4 inhibitor,HP1b chromo inh,JMJD2A Tudor inh,BAZ2B block,PI4K2A block,ERG-DNA inh,12-LOX inh,GLS inhibitor,G9a block
CCCCc1c(C)nc2c(OC)cccc2c1SCCC(=O)O,-10%,22%,-22%,8%,1,1%,2%,9%,?
CN(C)/C=C1\NC(=S)N(c2ccccc2)C1=O,3%,-26%,35µM*,-16%,1,11%,?,-28%,7.9µM*
NC(=O)CC(NC(=O)Cc1cccc2ccccc12)c1ccc(NCCN2CCCCC2)c([N+](=O)[O-])c1 (configuration not stated),7%,25%,-28%,-38%,2,-11%,-7%,0%,/
C=CCn1c(CCC(=O)O)ccc1-c1ccccc1,16%,-5%,?,?,-6,/,-23%,15%,-16%[12.7 µM]
Cc1cc(NC(=O)CCC(=O)N(C2CC2)C2(C(=O)NC3CCCC3)CCC(C)CC2)no1 (configuration not stated),37%,14%,2%,-37%,4,1%,-12%,13%,-4%[12.7 µM]
COc1ccc(-c2nc(-n3c(C)c(C(C)=O)c(C(C)=O)c3C)sc2C)cc1OC,1%,1%,-29%,-12%,2,-1%,-15%,-16%,-13%[59 µM]
Cc1cccc(C)c1-c1ccc(CN2C(CC(C)C)C(=O)N(Cc3cn(CCO)nn3)CCS2(=O)=O)cc1 (configuration not stated),-15%,4%,?,/,-2,4%,?,3%,/
CC(C)c1ccc(C(C(=O)NC2CCCC2)N(C(=O)c2csnn2)C2CC2)cc1 (configuration not stated),-15%,-4%,-16%,-5%,3,4%,-9%,5%,18%
COc1ccc(C(=O)NCc2cn3ccsc3n2)cc1OC,-8%,23%,-16%,8%,-1,0%,18%[57.4 µM],-1%,?
CCOc1ccc(NC(=O)CSc2nnc(CNC(=O)c3ccco3)o2)cc1,4%[11.4 µM],46%[activator],-3%,-3%,-2,-9%,1%,-1%,-48%
O=C1C2C3C=CC(C3)C2C(=O)N1/N=C/c1ccc(-c2ccccc2[N+](=O)[O-])o1 (configuration not stated),23%,-23%,?,?,0,14%,0%,16%,-10%[59 µM]
CC1(C)CC(=O)c2cnc(N)nc2C1,-59%[56.9 µM],-9%,?,-18%[57.1 µM],-2,-6%,0%,49%[activator],32%[activator]
N=C1C(c2nc3ccccc3s2)=C(O)CN1NC(=O)c1ccccc1[N+](=O)[O-],?,-16%,-11%[11.4 µM],1%,-8,-5%,-6%,21%,12%
Cc1nn(CC(=O)NNC(=O)c2ccccc2F)c([N+](=O)[O-])c1Br,8%,35%,-12%,-2%,9,-13%,151%[activator],13%,8%
O=C(Cc1ccc(NC(=O)C2CCN(C(=O)C3CCCCC3)CC2)cc1)Nc1ccc(C(=O)N2CCOCC2)cc1,4%,58%[activator],-2%,/,1,19%,3%,-3%,/
COc1ccc(-n2c(=O)c3c(c4cc(OC)ccc4n3C)n(Cc3cccc(C)c3)c2=O)cc1,-4%,32%,9%,-4%,-6,0%,-13%,-8%,3%[59 µM]
O=C(NCC1COc2ccccc2O1)C1CCCN(S(=O)(=O)c2cccc3nsnc23)C1 (configuration not stated),11%,23%,-17%,-33%,-6,5%,0%,-9%,26%[0.501 µM]
COc1cccc(N/C=C/c2onc(C)c2[N+](=O)[O-])c1,-25%,41%,5%,-22%,-2,?,-6%,-1%,-6%
COc1ccc(C(=O)Oc2cc(/C=N/NS(=O)(=O)c3ccc(C)cc3)ccc2OC)cc1,-8%,2%,-28%,0%[57.1 µM],5,3%,0%,37%[activator],-1%
COc1ccc(OC)c(/C=C2\S/C(=N/NC(=O)c3ccc4ccccc4c3)NC2=O)c1,-21%,15%,-33%,-3%,0,-2%,-25%,-26%,45%[activator][59 µM]
CCCc1cc(C(=O)Nc2ccccc2SC)no1,-15%,142%[activator],81%[activator],113%[activator],1,12%,17%,-9%,20%[59 µM]
Cc1c(CNC(=O)C2CCC(=O)N(CCc3ccccc3)C2)cnn1C (configuration not stated),5%,13%,17%,-7%,-1,-4%,0%,3%,/
CCCC[N+](CC#CCO)(CC#Cc1ccccc1)CCCC,6%,19%,-9%,3%,3,-3%,1%&9%,6%,-4%[12.7 µM]
COc1cc(C(c2nnnn2C(C)(C)C)N2CCN(C)CC2)cc(OC)c1OC (configuration not stated),20%,6%,1%,-27%,1,1%,0%,12%,?
O=S(=O)(c1ccc(Br)s1)N1CCC(Cc2ccccc2)CC1,-34%,83%[activator],25%,108%[activator],1,-1%,19%,2%,8%
CC(C)OC(=O)CCC(=O)Nc1ccc(F)cc1,-10%,29%,4%,-11%,-9,-5%,-18%,-14%,-6%[59 µM]
Cc1cccc(C(=O)N2CCC(=O)N([C@H](COCc3cccc(C(F)(F)F)c3)Cc3ccccc3)CC2)c1,/,/,/,/,-4,/,?,1%,10%[59 µM]
